Screening data: PubChem BioAssay, several laboratories
GDH-TPI counter: inhibits GDH-TPI coupling enzymes, artifact for Mtb FBA screen. GDH-TPI coupled enzyme counterscreen, NADH absorbance. inhibition, % at 4.8 µM. 360,000 tested, 1.2% active; in the data active means inhibition above about 30%;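 further: 0% = DMSO wells and 100% = wells lacking the enzyme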
BioA inh: blocks M. tuberculosis BioA enzyme activity; inhibition, % at 9.99 µM; 360,000 tested, 0.096% active; purified M. tuberculosis BioA enzyme, plate reader; AID 602481; in the data active means inhibition above about 40%
FBA Mtb inh: inhibits M. tuberculosis FBA enzyme. purified M. tuberculosis FBA, fluorescence read-out. inhibition, % at 1 µM. 360,000 tested, 2.3% active. AID 588726; in the data active means inhibition above about 27%;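 further: 0% = vehicle and 100% = reference inhibitor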
Target sequence (P9WQA3 whole entry, looked up): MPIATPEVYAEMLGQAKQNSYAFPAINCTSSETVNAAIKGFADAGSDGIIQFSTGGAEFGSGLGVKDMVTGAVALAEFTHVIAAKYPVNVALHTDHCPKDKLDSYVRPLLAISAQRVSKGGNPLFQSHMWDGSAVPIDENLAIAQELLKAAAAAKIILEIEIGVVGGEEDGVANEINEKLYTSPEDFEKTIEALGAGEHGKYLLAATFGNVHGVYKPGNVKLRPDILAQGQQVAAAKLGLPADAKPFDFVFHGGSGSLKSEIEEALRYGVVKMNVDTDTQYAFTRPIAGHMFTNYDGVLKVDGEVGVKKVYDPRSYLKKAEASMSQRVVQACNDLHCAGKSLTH
UGM FP inh: Mtb UDP-galactopyranose mutase inhibition; AID 504406; 320,000 tested, 0.06% active; purified UGM, fluorescence polarization probe displacement; P9WIQ1; inhibition, % at 10 µM; in the data active means inhibition above about 10%, passing the limit was not always enough
3CLpro inhibitor: SARS-CoV 3CLpro protease inhibition. P0C6X7. recombinant SARS-CoV 3CLpro, quenched FRET peptide cleavage. inhibition, % at 6 µM. 290,000 tested, 0.14% active. AID 1706; in the data active means inhibition above about 12%
PriA SSB inh: K. pneumoniae PriA-SSBct interaction inhibition; inhibition, % at 33 µM; AID 1272365; AlphaScreen SSBct-PriA binding, biotinylated peptide; 430,000 tested, 0.6% active; in the data active means inhibition mostly above about 37%, no sharp cut-off; inactive means mostly below about 20%;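 further: plate controls were negative control peptide for no effect and reference peptide for full effect; strong numbers were not always called active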
Rv3671c inh: inhibits the M. tuberculosis serine protease Rv3671c. inhibition, % at 5.96 µM. 320,000 tested, 0.048% active; in the data active means inhibition above about 38%;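 further: extracellular domain of Rv3671c used as enzyme; 0% = enzyme with DMSO and 100% = no enzyme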
Target sequence (P9WHR9 whole entry, looked up, the tested form may be a part): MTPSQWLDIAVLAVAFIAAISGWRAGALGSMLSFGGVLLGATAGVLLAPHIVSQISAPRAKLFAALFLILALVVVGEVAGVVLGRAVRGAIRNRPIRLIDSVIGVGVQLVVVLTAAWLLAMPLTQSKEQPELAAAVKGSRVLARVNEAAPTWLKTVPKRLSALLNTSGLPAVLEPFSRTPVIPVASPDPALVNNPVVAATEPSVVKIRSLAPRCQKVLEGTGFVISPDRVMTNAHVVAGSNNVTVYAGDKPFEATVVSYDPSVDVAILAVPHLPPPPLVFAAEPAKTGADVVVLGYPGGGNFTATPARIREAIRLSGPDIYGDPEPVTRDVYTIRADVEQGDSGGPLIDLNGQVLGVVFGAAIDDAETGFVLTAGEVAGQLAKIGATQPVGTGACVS
MazEF act: increases E. coli MazEF RNase cleavage of RNA; 350,000 tested, 0.32% active; FAM/BHQ RNA-DNA oligo cleavage fluorescence, 5 h; activation, % at 20 µM; P0AE70; in the data active means activation above about 50%
Target sequence (P0AE70 whole entry, looked up): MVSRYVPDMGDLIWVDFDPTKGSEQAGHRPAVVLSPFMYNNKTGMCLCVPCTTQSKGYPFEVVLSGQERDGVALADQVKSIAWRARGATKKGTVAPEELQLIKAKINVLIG
VHR inh abs: blocks human VHR1 dual specificity phosphatase | recombinant VHR phosphatase, pNPP absorbance | P51452 | inhibition, % at 13.3 µM | AID 1654 | 290,000 tested, 0.52% active; in the data active means inhibition above about 50%; further: some compounds called inactive have numbers as strong as hits
Target sequence (P51452 whole entry, looked up): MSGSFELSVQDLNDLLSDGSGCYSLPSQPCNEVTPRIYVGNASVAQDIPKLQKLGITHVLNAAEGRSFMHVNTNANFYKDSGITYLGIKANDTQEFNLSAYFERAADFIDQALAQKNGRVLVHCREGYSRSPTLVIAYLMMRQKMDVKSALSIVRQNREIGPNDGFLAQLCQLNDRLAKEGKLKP
BH1578 lux ind: quorum light induction in luxS cqsA deficient V. cholerae. AID 588436. activation, % at 18.7 µM. 350,000 tested, 0.16% active. V. cholerae BH1578 lux reporter, luminescence, 6 h; in the data active means activation mostly above about 9.7%, no sharp cut-off; further: not every result past the cut was called active; inactives centre near 0; reference of the scale not given here
The depositor's hits bear a star; i = inactive; x = no result given; & = joins results of further samples.

Value order – FBA Mtb inh, 3CLpro inhibitor, BioA inh, VHR inh abs, Rv3671c inh, UGM FP inh, PriA SSB inh, GDH-TPI counter, BH1578 lux ind, MazEF act
Oc1ccc(/C=N/NC(=S)Nc2cccnc2)cc1O
→ -4, 2, x, 5, 0, 0.2, x, 34*, -0.2, -1
CCCC(=O)NC(c1ccc(N(C)C)cc1)c1ccc2cccnc2c1O (centres undefined)
→ 2, 0, -0.7, 19, 5, -1.4, 40, 7, i, 3
COc1cc(SC)ccc1C(=O)N(C)Cc1ccccc1
→ -2, 0, -0.1, 23, 5, -0.9, 8, -1, -0.3, -4
O=C(Cn1cnc(S(=O)(=O)N2CCCCC2)c1)NCc1ccco1
→ 0, -5, -1.9, -2, 3, -1.4, -10, 3, -5.3, 5
Cc1sc2ncn(CC(=O)NCCCC(=O)N(C)Cc3ccccc3)c(=O)c2c1C
→ -1, -5, 4.2, 20, 6, -1.7, 3, -5, -0.3, 3
CNC(=O)c1[nH]cnc1C(=O)Nc1cccc(OC)c1
→ 71*, -2, 0.2, -11, 0, 1.9, -5, 8, 3.4, 7
CSc1nc(Cl)cc(N(CCO)CCO)n1
→ 6, -10, -0.8, 29, -1, -3.5, -15, -4, -2.8, 0
O=C(c1ccc(Cl)cc1)c1oc2ccccc2c1CS(=O)(=O)c1ccccc1
→ 4, -2, -2.4, -1, -2, -1.0, -15, 29, i, -4
COc1ccc2oc(C(=O)OCC(=O)NC3CCS(=O)(=O)C3)c(C)c2c1 (centres undefined)
→ 53*, x, 0.2, x, x, x, x, 6, i, 2
CN(C)c1oc(-c2ccccc2Cl)nc1S(=O)(=O)c1ccccc1
→ -1, -3, -1.2, 25, -6, -0.4, 11, 19, -0.2, 3
COc1ccc(NCc2ccc3c(c2)OCO3)cc1Cl
→ -2, -3, 2.1, -2, 3, -1.9, 28, 12, i, -7
Cc1ccc(N2CC(C(=O)OCc3nc(N)nc(Nc4ccccc4C)n3)CC2=O)cc1 (centres undefined)
→ 0, x, -0.2, x, -2, -2.4, 6, -9, -1.5, 1
CCOC(=O)CSc1nc2cc(C)ccc2cc1C#N
→ 3, 0, 0.8, 19, 5, 0.1, -11, 5, -0.3, 628*
CCc1nc2c(OCC(=O)c3ccc(Cl)cc3Cl)cccn2c1N(C)C(=O)c1ccncc1
→ -3, x, -1.6, x, x, x, x, -9, i, x
CC(=O)c1cccc(NC(=O)COC(=O)C2=COCCO2)c1
→ 1, 6, -0.8, 30, -3, 0.2, -12, 4, -8.3, -15
COc1ccc(CCC(C)N2CCC(CO)(Cc3ccccc3)CC2)cc1 (centres undefined)
→ 1, -5, 3.8, -5, -1, 3.7, -7, 2, 0.2, -4
Cc1cc(C)n2nc(SCN3C(=O)c4ccccc4C3=O)nc2n1
→ 0, 2, 1.3, 2, -9, 1.0, -5, 1, -1.6, -6
CCOC(=O)c1ccc2c(c1)nc(SCC(=O)c1ccco1)n2CC
→ 0, 6, -0.4, 21, 3, 1.2, -4, -8, i, 1
C/C(Cc1ccccc1)=N/NC(=O)CNC(=O)C(c1ccccc1)c1ccccc1
→ 1, 8, x, -4, -8, -0.3, x, 5, -0.8, -2
O=C(CSc1ncnc2[nH]ncc12)Nc1nc(-c2ccc(F)c(F)c2)cs1
→ 2, 0, x, 13, -106, 1.2, -3, 0, -0.3, -16
CC(=O)Nc1ccc(N/C=C/C(=O)c2ccc(Cl)cc2)cc1
→ 0, 5, -0.6, 8, -5, -2.0, 3, 6, -0.8, 57*
CN1CCCN(C(=O)COc2ccccc2Br)CC1
→ 2, 0, -0.2, 19, 5, -0.7, -14, -19, -4.2, 2
Cc1nn(CCC(=O)O)c2nc(-c3cccnc3)cc(C(F)(F)F)c12
→ 26, -2, 48*, 32, 6, -0.5, -3, 10, -0.3, -6
COc1cc(/C=C/C(=O)OCC(=O)NCCc2ccccc2)cc(OC)c1OC
→ 17, 0, x, 19, -3, 1.1, 3, 12, 0.6, -19
CCOC(=O)c1ccc(S(=O)(=O)NCC(c2ccc(N(C)C)cc2)c2c[nH]c3ccccc23)cc1 (centres undefined)
→ -1, 2, 7.0, -4, -1, -0.3, 117, 5, -0.7, -15
COc1ccc(C(=O)N=C2SC3CS(=O)(=O)CC3N2Cc2ccc(F)cc2)cc1 (centres undefined)
→ -2, 6, -0.2, 20, -10, -1.2, -5, 9, i, -1
COc1ccc(-c2nc(CS(=O)(=O)CC(=O)NCc3ccc4c(c3)OCO4)c(C)o2)cc1
→ 3, 7, -1.5, 6, 10, -0.1, -10, 2, -3.8, 5
COc1ccc(O)c(CN2CCN(CCc3ccccc3)C(CCO)C2)c1 (centres undefined)
→ 2, -4, x, 38, 1, 1.3, -2, 2, i, 6
CCCOc1ccccc1/C=C(\C#N)C(=O)Nc1cccc(C)n1
→ 3, 2, -1.5, 32, 9, 0.8, -2, -3, i, 4
O=c1[nH]sc2ccccc12
→ 3, -2, x, -2, x, x, -6&-3, -5, 0.1, 15
O=C(NCCCc1ccc(F)cc1)C1CCC(=O)N(CCCN2CCCC2=O)C1 (centres undefined)
→ 3, -2, -2.4, -9, -5, 0.8, 3, 7, -0.2, 8
CCOc1ccccc1N1CC(O)=C(c2nc3ccccc3s2)C1=N
→ 4, 3, 2.6, 8, 1, 1.7, -2, 23, -8.3, 1
Cc1cc(C)n(Cc2ccc(Cl)nc2)n1
→ -2, -3, -2.1, 17, -7, 1.4, -5, 5, -0.3, 19
CCCCNC(=O)c1ccc2c(c1)N(C)C(=O)c1ccccc1S2
→ -2, -4, 0.1, -20, 7, -0.2, 2, -10, i, 2
Cc1ccc(C)c(OCCC(=O)OCC(=O)NCc2ccccc2)c1
→ 0, x, -0.6, x, 8, -1.0, -16, -1, -12, -3
CC(=O)Nc1ccc(S(=O)(=O)n2cnc3ccccc32)cc1
→ -6, 2, 1.1, 35, -17, 1.4, -11, 9, -3.1, -1
Cc1cccc(C)c1-n1nnnc1SCC(=O)N1CCNC1=O
→ -1, x, 0.2, x, x, x, 2, 8, -0.1, 2
CCCCCCNC(=O)C(=O)NCCc1ccc(Cl)cc1
→ -2, -3, x, 16, -15, 0.9, -1, 3, 0.1, -2
CCn1c(SCC(=O)NCc2ccccc2)nnc1C(CO)NC(=O)c1ccccc1 (centres undefined)
→ 0, -1, -1.9, 10, -9, 2.1, -14, -4, -0.1, -4
CCn1c(SCC(=O)Nc2sc3c(c2C#N)CCCC3)nnc1-c1ccncc1
→ -7, 1, x, 4, 4, -1.5, -8, -5, -0.4, -6
CN1C(=O)/C(=N/OC(=O)c2ccccc2)c2ccccc21
→ 4, -1, x, 10, -5, 1.2, x, 4, 0.1, 20
COC(=O)c1sccc1NC(=S)N1CCN(C)CC1
→ -5, -3, x, 2, 7, -0.8, 3, 18, -0.7, 6
O=C(O)c1cccc(S(=O)(=O)Nc2cccc(S(=O)(=O)N3CCCC3)c2)c1
→ 1, x, 1.6, x, -1, 2.4, 0, -1, -2.6, 7
Clc1ccc(OCc2nnc3n2CCCCC3)c(Cl)c1
→ 3, 5, x, -6, -1, 0.1, -12, 6, 0.5, -3
COc1ccc2[nH]cc(C(=O)CN3CCN(C4CCCCC4)CC3)c2c1
→ 1, 2, 1.0, 16, 2, 2.8, 2, 12, -5.9, 5
NC(=O)c1ccc(NC(=O)COc2ccc(-n3cnnn3)cc2)cc1
→ -1, x, -0.1, x, -9, -1.6, 5, -1, 0.7, 5
CCOc1ccc(NC(=S)Nc2cccnc2)cc1
→ 1, 0, x, 18, -5, 1.0, -13, -8, -1.6, 5
COC(=O)c1ccc(C)c(N(CCO)CCO)c1
→ 1, -2, -0.1, -8, 4, -1.6, -18, 7, -1.0, 1
CN(C)c1cccc(CNC(=O)c2csc([C@@H]3C[C@H](O)[C@@H](CO)O3)n2)c1
→ 0, x, -0.3, x, x, x, x, 10, -0.2, x
COc1ccc(S(=O)(=O)NNC(=O)c2csc(-n3nc(C)cc3C(F)(F)F)n2)cc1OC
→ 2, 0, 0.5, -6, -2, -0.7, -21, -4, i, 1
O=C(CNC(=S)N(Cc1ccccc1)Cc1cccnc1)NCCN1CCOCC1
→ 5, 4, x, 23, 6, 1.7, -10, -6, -0.7, 0
CC1=CC(C)C(/C=N/n2cnnc2)C(C)C1 (centres undefined)
→ 2, 6, -0.3, 8, -3, 3.5, x, -4, i, 5
O=C(CSc1cccs1)Nc1ccc2ccccc2c1
→ -1, 7, -2.8, -1, -13, 0.4, -34, 24, -0.4, 5
CCN(CC(=O)NCc1ccc(F)cc1)c1ccc(S(C)(=O)=O)cc1[N+](=O)[O-]
→ 3, 5, -4.6, 28, 14, -1.8, 7, -6, -0.2, -21
CC(=O)NCC(=O)OCC(=O)c1ccccc1
→ 4, 1, -0.3, 19, 3, -0.3, -10, 0, i, 0
O=C(CCCOc1ccccc1)N1CCN(c2ccccc2)CC1
→ -2, -7, 1.8, -19, 3, -1.2, -5, 2, 3.8, -5
Cc1nc(NNC(=O)c2ccccc2)cc(-c2ccccc2)n1
→ 1, 7, 6.3, 6, 2, -4.0, -10, -1, i, -5
Cc1c(NC(=O)CSc2nnc(C(C)N(C)C)n2-c2ccccc2)c(=O)n(-c2ccccc2)n1C (centres undefined)
→ 2, x, -0.6, x, x, x, 3, 6, -2.8, 6
CCCCn1c(=O)c(C(=O)NCc2ccco2)c(O)c2ccccc21
→ 3, 0, x, 0, -5, 1.4, -3, 3, -0.4, 0
CCCN1C2CCCC1CC(NC(=O)c1cccc(Cl)c1)C2 (centres undefined)
→ 1, 1, -1.4, 14, -3, 0.6, 0, 3, -1.9, 7
CCOC(=O)N1CCC(NC(=O)CN(c2ccc(C(C)C)cc2)S(=O)(=O)c2c(C)nn(C)c2C)CC1
→ 1, -3, 2.1, 7, 4, -1.2, 9, -6, i, 9

Molecules from the list above that have an aryl methoxy group (11):
Value order – FBA Mtb inh, 3CLpro inhibitor, BioA inh, VHR inh abs, Rv3671c inh, UGM FP inh, PriA SSB inh, GDH-TPI counter, BH1578 lux ind, MazEF act
COc1cc(SC)ccc1C(=O)N(C)Cc1ccccc1
→ -2, 0, -0.1, 23, 5, -0.9, 8, -1, -0.3, -4
CNC(=O)c1[nH]cnc1C(=O)Nc1cccc(OC)c1
→ 71*, -2, 0.2, -11, 0, 1.9, -5, 8, 3.4, 7
COc1ccc2oc(C(=O)OCC(=O)NC3CCS(=O)(=O)C3)c(C)c2c1 (centres undefined)
→ 53*, x, 0.2, x, x, x, x, 6, i, 2
COc1ccc(NCc2ccc3c(c2)OCO3)cc1Cl
→ -2, -3, 2.1, -2, 3, -1.9, 28, 12, i, -7
COc1ccc(CCC(C)N2CCC(CO)(Cc3ccccc3)CC2)cc1 (centres undefined)
→ 1, -5, 3.8, -5, -1, 3.7, -7, 2, 0.2, -4
COc1cc(/C=C/C(=O)OCC(=O)NCCc2ccccc2)cc(OC)c1OC
→ 17, 0, x, 19, -3, 1.1, 3, 12, 0.6, -19
COc1ccc(C(=O)N=C2SC3CS(=O)(=O)CC3N2Cc2ccc(F)cc2)cc1 (centres undefined)
→ -2, 6, -0.2, 20, -10, -1.2, -5, 9, i, -1
COc1ccc(-c2nc(CS(=O)(=O)CC(=O)NCc3ccc4c(c3)OCO4)c(C)o2)cc1
→ 3, 7, -1.5, 6, 10, -0.1, -10, 2, -3.8, 5
COc1ccc(O)c(CN2CCN(CCc3ccccc3)C(CCO)C2)c1 (centres undefined)
→ 2, -4, x, 38, 1, 1.3, -2, 2, i, 6
COc1ccc2[nH]cc(C(=O)CN3CCN(C4CCCCC4)CC3)c2c1
→ 1, 2, 1.0, 16, 2, 2.8, 2, 12, -5.9, 5
COc1ccc(S(=O)(=O)NNC(=O)c2csc(-n3nc(C)cc3C(F)(F)F)n2)cc1OC
→ 2, 0, 0.5, -6, -2, -0.7, -21, -4, i, 1

A portion of the library; rates above refer to the full screens.
